Assay outcomes: PubChem, The Scripps Research Institute Molecular Screening Center
SRC3 TRFRET art: TR-FRET artefact, counter-screen to PPARgamma/SRC-3 agonist assay; 99,000 compounds, 0.39% hits; TR-FRET ratio at 8 µM; PPARgamma/SRC-3 format; hits give high values; in the data active means TR-FRET ratio above about 2000; further: inactives centre near 1600; reference of the scale not given here
SRC1 TRFRET art: TR-FRET artefact, counter-screen to PPARgamma/SRC-1 agonist assay; TR-FRET ratio at 8 µM; 99,000 compounds, 0.34% hits; TR-FRET detection artefact counter-screen, emission ratio; hits give high values; AID 1051; in the data active means TR-FRET ratio above about 2300; further: inactives centre near 1800; reference of the scale not given here
The depositor's hits bear a star. These rows are one share of the data; the hit share may differ from the screen's.

SMILES	SRC3 TRFRET art	SRC1 TRFRET art
O=C(N/N=C\c1ccc(OCC(=O)N2CCCC2)cc1)C(=O)Nc1ccccc1F	1643	1795
Cc1cccc(CSC(Nc2ccc(F)cc2)=C(C#N)C#N)c1	1434	1923
COc1ccc(NC(=O)C2CCCN(S(=O)(=O)c3c(C)[nH]c(=O)[nH]c3=O)C2)cc1OC (stereo not drawn)	1452	1904
CC(C)NC(=O)CCn1nc(-c2ccc(Cl)cc2)c2ccccc2c1=O	1592	1875
Cn1c(CO)cnc1SCC(=O)c1ccc(Cl)cc1	1678	1646
CN(CC(=O)NCCc1ccccc1)S(=O)(=O)c1cnc[nH]1	1704	1809
O=C(Nc1ccc2nc3n(c(=O)c2c1)CCCC3)c1cc([N+](=O)[O-])ccc1F	1695	1904
CN(C)c1ccc(N=Nc2ccc(S(=O)(=O)O)cc2)c2ccccc12	1533	1683
C=CCc1c(C)nc(-c2ccccc2)nc1N/N=C(\C)c1ccc(N)cc1	1292	1718
O=c1c2c(nc3cc(-c4ccc(F)cc4)[nH]n13)CCC2	1517	1605
Cc1cc(C)c(C(=O)CSc2nnc(C)c(=O)[nH]2)cc1C	1568	1831
CCN(CC)CCN(C(=O)c1ccc(Br)s1)c1nc2cc3c(cc2s1)OCCO3	1767	2081
O=C(c1ccc(CNc2c(N3CCCC3)c(=O)c2=O)cc1)N1CCN(C2CCCCC2)CC1	1604	1809
CCOC(=O)c1c(C)[nH]c(C(=O)/C(C#N)=C/c2ccc(OC(F)F)c(OC)c2)c1C	1478	1950
COc1ccc(C2N(c3ccc(Cl)cc3)N=C(C(C)=O)N(C)N2C(C)=O)cc1 (stereo not drawn)	1463	1829
N#Cc1c(-c2ccccc2)nc(SCC(=O)Nc2nnc(C(F)(F)F)s2)[nH]c1=O	1580	1707
CC1(c2cccc([N+](=O)[O-])c2)CC(C)(C)N(C(=O)c2ccccc2)c2ccccc21 (stereo not drawn)	1723	1617
COc1cc(/C=C/C(=O)O)cc(S(=O)(=O)NCCCC(=O)O)c1OC	1502	1646
C=CCSc1nc2ccsc2c(=O)n1-c1cccnc1	1537	1690
COc1cccc(CNC(=O)CCC2CCCN(c3cc(C)nc(N4CCCC4)n3)C2)c1 (stereo not drawn)	1434	1502
O=C(COC(=O)c1ccccc1-c1nc2ccccc2s1)NC1CCS(=O)(=O)C1 (stereo not drawn)	1821	2263
O=CN(CCN(C=O)CN1CCCCC1)CN1CCCCC1	1733	2015
CCCN(CCC)CCCNC(=S)Nc1ccc2nc3n(c(=O)c2c1)CCCCC3	1450	1862
CC(C)COc1ccc(Br)cc1CNC(C)(C)C	1637	1666
O=C(CSc1ccc2nnc(-c3cccnc3)n2n1)NCC1CCCO1 (stereo not drawn)	1420	1763

Part of the list above in order of length of the SMILES, low to high.
SMILES	SRC3 TRFRET art	SRC1 TRFRET art
Cc1cccc(CSC(Nc2ccc(F)cc2)=C(C#N)C#N)c1	1434	1923
O=c1c2c(nc3cc(-c4ccc(F)cc4)[nH]n13)CCC2	1517	1605
O=C(N/N=C\c1ccc(OCC(=O)N2CCCC2)cc1)C(=O)Nc1ccccc1F	1643	1795

Further compounds follow:
SMILES	SRC3 TRFRET art	SRC1 TRFRET art
COC(=O)c1sccc1NC(=S)N(C)C1CCCCC1	1645	2060
COc1ccccc1CNC(=O)C/C(C)=N/NC(=O)COc1ccc(C)cc1Br	1497	1560
CCCCC(CC)C(=O)NCC(C)NC(=O)C(CC)CCCC (stereo not drawn)	1661	1806
CC(C)(C)C1CCC(=NNC(=O)CN(c2ccccc2)S(=O)(=O)c2ccccc2[N+](=O)[O-])CC1 (stereo not drawn)	1618	1844
COc1ccc(OCc2nnc(SCc3ccc(C(=O)O)cc3)o2)cc1	1631	1681
C[C@H](NS(=O)(=O)c1ccc(Cl)cc1)C(=O)OCC(=O)NC(=O)Nc1ccc2c(c1)OCCO2	1627	1796
COc1ccc(Cl)cc1NC(=O)Cc1c(F)cccc1Cl	1458	1683
Fc1ccc(-c2cc(-c3ccccc3)nc(-n3cccn3)n2)cc1	1506	1762
CC1CN(C)C(C)c2c1oc1ccc(N)cc21 (stereo not drawn)	1597	1875
CN1/C(=C\C=N\NC(=O)c2ccccc2Br)C(C)(C)c2ccccc21	1550	1882
CCC(=O)c1ccc(N2CCCCC2)c(F)c1	1618	1731
Cc1cccc(-n2c(SCC(=O)NCc3ccc4c(c3)OCO4)nc3ccccc3c2=O)c1	1508	2127
O=C(O)c1ccccc1NC(=S)NC(=O)c1cccc2ccccc12	1519	1796
COC(=O)c1c(F)c(F)c(N2CCOCC2)c(F)c1F	1527	2007
C[N+](C)(C)c1ccc(/C=N/Nc2nc(Cl)c(C#N)c(Cl)c2Cl)cc1	1392	1759
Cc1ccc2c(c1)nnn2C1CCN(S(=O)(=O)c2ccc(C(=O)N(C)C3CCCCC3)cc2)CC1	1651	1898
CCN(Cc1ccncc1)C(=O)CC1C(=O)NCCN1Cc1ccc(F)c(F)c1 (stereo not drawn)	1414	1529
COc1cc(S(=O)(=O)Nc2ccc(C)cc2)ccc1N=Cc1c(C)[nH]n(-c2ccccc2)c1=O	1635	1702
N#Cc1ccccc1NC(=O)COc1c(Br)cc(Br)c2cccnc12	1891	2251
COCC(C)NCc1cccc2ccccc12 (stereo not drawn)	1430	1620
Cn1c(=O)n(C)c2cc(NC(=O)c3ccccc3[N+](=O)[O-])c(Br)cc21	1726	1816
CCOc1ccc(NC(=O)c2ccc(CC)s2)c([N+](=O)[O-])c1	1587	1912
Cc1ccc(NC(=S)N2CCN(c3ncccn3)CC2)cc1C	1453	1761
CCCCOc1ccc(C2=NNC(=O)CC2)cc1	1532	1902
CC(C)(C)c1ccc(/C=N/Nc2ccc(C(=O)O)cc2)cc1	1569	1786
(listing goes on)
SMILES	SRC3 TRFRET art	SRC1 TRFRET art
COc1cc([N+](=O)[O-])ccc1NC(=O)CC1SC(=Nc2ccc(F)cc2)N(CCC2=CCCCC2)C1=O (stereo not drawn)	1574	1575
CC1(C)CC(=O)C(C(=S)Nc2ccccc2)=C(NC2CC(C)(C)NC(C)(C)C2)C1	1614	1820
O=C(NCC1CCCO1)C1CCCN(c2ncccn2)C1 (stereo not drawn)	1637	1706
COc1cccc(CN2CCN(C3CCN(c4ccccc4C)CC3)CC2CCO)c1 (stereo not drawn)	1551	1568
CCOCCCNCc1ccc(OCC(=O)N2CCOCC2)c(OC)c1	1492	1616
O=C1CCC(=O)N1OCCOc1ccccc1	1499	1807
CN1CCN(Cc2cc(Cl)c3cccnc3c2OC(=O)c2cccs2)CC1	1494	1792
COC(=O)Cc1csc(Nc2ccc(F)c(Cl)c2)n1	1561	2007
Cc1ccsc1CNC12CC3CC(CC(C3)C1)C2	1535	1545
COc1ccc([N+](=O)[O-])cc1/C=N/Nc1nn[nH]n1	1401	1732
CCc1ccccc1NC(=O)CCN1C(=O)C2C3CCC(C3)C2C1=O (stereo not drawn)	1620	1822
CC12CCC(C(=O)Nc3ccccc3Cl)(C(Br)C1=O)C2(C)C (stereo not drawn)	1567	1718
O=C(Cn1cc2c(n1)CCCC2)NC1CCCCCC1	1431	1766
CCCCc1ccc(NC(=O)CC(C)C)cc1	1632	2011
CCOC(=O)CSc1c(-c2cccs2)[nH]c2ccccc12	1749	1981
CC(=O)c1ccc(NC(=O)CNCC(c2ccccc2)N(C)C)cc1 (stereo not drawn)	1562	1812
Cc1nc2cc(NCc3ccccc3O)ccc2n1Cc1ccccc1	1554	1654
Cc1cc(C(=O)COC(=O)c2ccc(O)cc2)c(C)n1CC1CCCO1 (stereo not drawn)	1610	1848
O=C(COc1ccccc1[N+](=O)[O-])Nc1ccc(NC(=O)c2cc3ccccc3o2)cc1	1434	1772
COc1ccc(NC(=O)c2cc(S(=O)(=O)N(C)C)ccc2N2CCCC2)cc1Cl	1592	1768
O=C1Nc2ccccc2N(O)N1c1ccc(Cl)c(Cl)c1	1444	1962
CCOc1ncccc1C(=O)Nc1ccc2c(C)cc(=O)oc2c1	1481	1740
Cc1cc(C(=O)Nn2c(C3CCCCC3)nc3ccccc3c2=O)ccc1[N+](=O)[O-]	1494	1803
CCC(CO)NC1=C([N+](=O)[O-])C(=O)CC(C)(C)C1 (stereo not drawn)	1492	1922
COc1cc(NC(=O)CSc2nc3c(c(=O)[nH]2)CCCC3)cc(OC)c1OC	1615	1781
(more compounds)
SMILES	SRC3 TRFRET art	SRC1 TRFRET art
COc1cc(SC)ccc1C(=O)NCCOc1ccc(Cl)cc1	1636	2000
Cc1ccc2[nH]c(=O)c(CN(Cc3ccc4c(c3)OCO4)Cc3nnnn3C3CCCC3)cc2c1	1849	1750
O=C(CCc1ccccc1)NNC(=O)Cc1ccccc1	1573	1611
O=C(O)c1ccc(COc2ccccc2/C=C2\NC(=O)N(Cc3ccccc3)C2=O)cc1	1568	1755
COc1ccc(/C(C)=N/NC(=O)c2ccccc2N)cc1	1737	1890
COc1ccc(C(=O)NCc2ccc(C(=O)NCC(OC)OC)cc2)cc1OC	1416	1808
CCOc1ccc(CCNC(=O)C2CCCN(c3nn4c(=O)cc(C)nc4s3)C2)cc1 (stereo not drawn)	1373	1604
CN1CCN(C(=O)NCC23CC4CC(CC(C4)C2)C3)CC1	1525	1710
CC(C)CNC(=O)COC(=O)Cc1ccc(Cl)cc1	1496	2119
CN(Cc1ccccc1)c1ncnc(N)c1[N+](=O)[O-]	1510	2091
CCN(CCn1cccn1)Cc1c(C(=O)N2C[C@@H](C)O[C@@H](C)C2)nc2ccc(Cl)cn12	1433	1661
Cc1ccc(C)c(NS(=O)(=O)c2ccc(OCC(=O)NCC3CCCO3)cc2)c1 (stereo not drawn)	1543	1728
COc1ccc(-c2cc(C(=O)N3CCc4ccccc4C3)no2)cc1	1648	1820
COc1ccc(C2C(C#N)=C(C)NC(C)=C2C#N)c(OC)c1	1578	1879
COc1ccc(CCNC(=O)CN(c2cccc([N+](=O)[O-])c2)S(C)(=O)=O)cc1OC	1558	1859
CCOC(=O)N1CCN(Cc2nc(Cc3cccc(F)c3)no2)CC1	1581	1783
Cc1ccc(C(=O)N[C@H](C(=O)Nc2cc(Cl)cc(Cl)c2)C(C)C)cc1	1486	1638
CC(C)CC1c2[nH]c3ccccc3c2CCN1CCCn1cccn1 (stereo not drawn)	1255	1852
Cc1cc(NC(=O)CSCc2ccccc2)no1	1380	1607
Fc1ccc(Nc2nc(-c3cccnc3)cs2)cc1	1739	1840
Cc1ccc(O)c(C2=Nc3ccccc3C2(C)C)c1	1625	2177
CCOC(=O)N1CCN(c2c(NCC3CCN(Cc4cccc(C)c4)CC3)c(=O)c2=O)CC1	1626	1742
COc1ccc(N2CC(O)(c3ccc(OC(F)F)cc3)[N+]3=C2CCCC3)cc1 (stereo not drawn)	1702	1920
O=C(CCC1CCCC1)N[C@@H](Cc1ccc(O)cc1)C(=O)O	1573	1544
CCN1CCN(C(c2cccs2)C(C)NS(=O)(=O)c2ccccc2)CC1 (stereo not drawn)	1643	1734

A stretch of the results above, for reference:
SMILES	SRC3 TRFRET art	SRC1 TRFRET art
COc1cc(SC)ccc1C(=O)NCCOc1ccc(Cl)cc1	1636	2000
Cc1ccc2[nH]c(=O)c(CN(Cc3ccc4c(c3)OCO4)Cc3nnnn3C3CCCC3)cc2c1	1849	1750
O=C(CCc1ccccc1)NNC(=O)Cc1ccccc1	1573	1611
O=C(O)c1ccc(COc2ccccc2/C=C2\NC(=O)N(Cc3ccccc3)C2=O)cc1	1568	1755
COc1ccc(/C(C)=N/NC(=O)c2ccccc2N)cc1	1737	1890
COc1ccc(C(=O)NCc2ccc(C(=O)NCC(OC)OC)cc2)cc1OC	1416	1808
CCOc1ccc(CCNC(=O)C2CCCN(c3nn4c(=O)cc(C)nc4s3)C2)cc1 (stereo not drawn)	1373	1604
CN1CCN(C(=O)NCC23CC4CC(CC(C4)C2)C3)CC1	1525	1710
CC(C)CNC(=O)COC(=O)Cc1ccc(Cl)cc1	1496	2119
CN(Cc1ccccc1)c1ncnc(N)c1[N+](=O)[O-]	1510	2091
CCN(CCn1cccn1)Cc1c(C(=O)N2C[C@@H](C)O[C@@H](C)C2)nc2ccc(Cl)cn12	1433	1661
Cc1ccc(C)c(NS(=O)(=O)c2ccc(OCC(=O)NCC3CCCO3)cc2)c1 (stereo not drawn)	1543	1728
COc1ccc(-c2cc(C(=O)N3CCc4ccccc4C3)no2)cc1	1648	1820
COc1ccc(C2C(C#N)=C(C)NC(C)=C2C#N)c(OC)c1	1578	1879

Additional entries:
SMILES	SRC3 TRFRET art	SRC1 TRFRET art
COc1ccc(C(=O)N[C@H](C(=O)NCc2cccs2)C(C)C)cc1	1584	1665
c1ccc(Cn2c(-c3ccccc3)nc3nc4ccccc4nc32)cc1	1500	1905
COc1ccc(-c2ccnc(SCC(=O)c3ccc(Cl)cc3)n2)cc1	1631	1761
C=CCOc1ccc(/C=N\NC(N)=S)cc1	1813	1834
O=C(CSc1cccc[n+]1[O-])Nc1ccc2c(c1)OCO2	1508	1418
O=C(CSc1ccc2nnc(-c3cccnc3)n2n1)c1ccccc1	1537	1846
CC(/C=C/c1ccccc1F)=N\NC(=O)c1ccccc1	1617	1948
NC(=O)CC[C@@H]1NC(=O)[C@H](CO)NC(=O)c2cc([N+](=O)[O-])cc(I)c2NCCCC[C@@H](C(N)=O)NC(=O)[C@H](Cc2ccc(O)cc2)NC1=O	1520	1983
CC(C)(C)C1CCc2c(C(=O)NNC(=O)CCCC(=O)O)csc2C1 (stereo not drawn)	1705	1555
COC(=O)c1nn(-c2ccc(OC)cc2)c(=O)c2c(N)sc(C)c12	1556	1629
O=C1c2ccccc2C(=O)N1CC(O)CNc1ccc(Br)cc1 (stereo not drawn)	1597	1625
Cc1c(N(C(=O)c2ccccn2)C2(C(=O)NC3CCCC3)CCCCC2)c(=O)n(-c2ccccc2)n1C	1487	1651
CN(C)CCN(Cc1ccc(Cl)cc1)c1ccccn1	1542	1710
CCOC(=O)c1c(C)[nH]c(N=Nc2cccc(OC)c2)c1C	1596	1932
C/C(CCc1ccccc1)=N\NC(=O)c1ccc(CN2CCOCC2)cc1	1468	1697
O=C(CSc1cccc2cccnc12)N1CCCC1	1450	1828
COCCN(C(=O)CSc1nnc2cc(C)c3ccccc3n12)c1c(N)n(Cc2ccccc2)c(=O)[nH]c1=O	1501	1674
CSc1cccc(NC(C)C(=O)NCc2ccccc2)c1 (stereo not drawn)	1542	1714
